Bioassay records: PubChem BioAssay, National Center for Advancing Translational Sciences (NCATS)
VP16 counter: inhibits Gal4-VP16 luciferase reporter, ROR gamma counter-screen; Drosophila S2 Gal4-VP16 UAS-luciferase, luminescence, 20 h; Potency, µM (highest dose often 53.6 µM), without a hit: top-dose activity, negative = inhibition, hits mostly inhibitors; hit rate 3.5% among 310,000;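 also: Gal4-VP16 expression switched on by copper sulfate through the metallothionein promoter; % is scaled to controls: 0 for no effect and ±100 for the full control effect; nearly all actives have a fitted effect of over 50% in size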
p53 reactivator: restores transcriptional activity of mutant p53; H1299 p53-A138V BP100-luciferase reporter, luminescence, 24 h; Potency, µM (titrated, usually from 92.2 µM), for inactives: at the top dose activity change, positive = activation, usual class: activators; hit rate 0.063% among 320,000; also: % of control where 0% means no effect; nearly all actives have a fitted effect of over 45% in size
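H1299 (p53-null), stable ts p53-A138V + BP100-Luc; 1000 cells/well, Opti-MEM/10% FBS; cpd 4 pt, 1:5; 24 h, 37 deg C, 5% CO2; detection reagent 10 min RT; luminescence.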
NPC1 promoter act: NPC1 promoter activation; AID 485313; Potency, µM (titrated, usually from 9.22 µM), inactives show top-dose activation, actives largely listed as activators; hit rate 2.4% among 320,000; Huh7 NPC1 promoter luciferase reporter, 24 h;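 also: % of control where 0% means no effect; nearly all actives have a fitted effect of over 60% in size; reporter is driven by a mutant NPC1 promoter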
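Compounds in DMSO were transferred onto Huh7 NPC1-luciferase reporter cells pre-incubated 2 h; after 24 h at 37 °C, Amplite reagent was dispensed and luminescence recorded 10 min later.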
FLuc modulator: firefly luciferase modulation, counter-screen for miR-21 project | P08659 | purified FLuc, Km substrates, luminescence inhibition | Potency, µM (doses to about 57.5 µM), inactives show at the highest dose activity change, negative = inhibition, most hits filed as inhibitors | hit rate 6.9% among 360,000 | AID 588342;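 also: plate controls were vehicle for no effect and reference inhibitor for full effect; nearly all actives have a fitted effect of over 55% in size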
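Purified P. pyralis luciferase (10nM final) with 10uM D-luciferin and 10uM ATP (Km levels) in 50mM Tris acetate pH 7.5, 10mM Mg acetate, 0.01% Tween-20, 0.05% BSA; qHTS 6-point titration, ~60 µM downward; luminescence read.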
uPA surface inh: cell surface uPA generation inhibition; cell surface uPA generation assay, qHTS; Potency, µM (highest dose often 38.3 µM), inactives show at the top dose activity change, negative = inhibition, actives largely listed as inhibitors; hit rate 0.31% among 330,000; active = well fitted inhibition curve with a large enough effect; inconclusive = small, poorly fitted or top-dose-only effect; inactive = no such curve, though single readings can be large or run the other way; tested in mouse RAW 264.7 cells; also: % is scaled to controls: 0 for no effect and ±100 for the full control effect; nearly all actives have a fitted effect of over 55% in size
RORgamma inh: inhibitors of mouse ROR gamma transcriptional activity; P51450; Drosophila S2 Gal4-RORgamma UAS-luciferase reporter, 20 h; Potency, µM (top dose mostly 53.6 µM), without a hit: at the top dose activity change, negative = inhibition, usual class: inhibitors; hit rate 5.4% among 310,000; AID 2551; also: % is scaled to controls: 0 for no effect and ±100 for the full control effect; nearly all actives have a fitted effect of over 60% in size
Target sequence (P51450 whole entry, looked up, the tested form may be a part): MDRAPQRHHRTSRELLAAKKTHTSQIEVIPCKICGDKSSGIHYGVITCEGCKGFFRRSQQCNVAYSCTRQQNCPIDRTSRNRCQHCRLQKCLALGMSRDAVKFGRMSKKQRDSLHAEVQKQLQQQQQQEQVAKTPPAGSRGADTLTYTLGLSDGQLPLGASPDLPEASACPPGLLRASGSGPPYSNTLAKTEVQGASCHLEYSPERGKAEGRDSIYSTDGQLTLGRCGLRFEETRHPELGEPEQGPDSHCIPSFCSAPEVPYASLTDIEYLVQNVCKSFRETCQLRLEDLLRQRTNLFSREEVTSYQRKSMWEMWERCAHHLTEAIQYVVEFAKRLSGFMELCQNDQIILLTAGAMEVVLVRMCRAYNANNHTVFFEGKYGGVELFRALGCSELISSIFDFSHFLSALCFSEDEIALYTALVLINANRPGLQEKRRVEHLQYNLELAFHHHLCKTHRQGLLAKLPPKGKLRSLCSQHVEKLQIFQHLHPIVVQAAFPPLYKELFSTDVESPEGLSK
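Read-out: Photinus luciferase luminescence; inhibitors lower reporter signal. Insect Schneider cells with Gal4-ROR gamma fusion under metallothionein promoter, UAS reporter; 700 uM final copper sulfate induction, 20 hr, ambient temperature.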
Rab9 prom act: activators of Rab9 promoter; Huh7 Rab9 promoter-luciferase reporter, luminescence, 24 h; Potency, µM (highest dose often 9.22 µM), without a hit: top-dose activation, negative = inhibition, most hits filed as activators; hit rate 2.8% among 320,000; AID 485297; also: % of control where 0% means no effect; nearly all actives have a fitted effect of over 60% in size
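Huh7 cells stably carrying Rab9 promoter–luciferase reporter, plated 1500 cells/well, compound added after 2 h and incubated 24 h at 37 °C; luciferase luminescence then read after 10 min with detection reagent.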
ELG1 genotox: genotoxicity induction in ELG1-luciferase HEK293T cells. Potency, µM (titrated, usually from 46 µM), inactives show at the highest dose activity change, positive = activation, usual class: activators. AID 504466. HEK293T ELG1-luciferase reporter, luminescence, 16 h. hit rate 1.3% among 330,000; also: % of control where 0% means no effect; nearly all actives have a fitted effect of over 60% in size
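Luminescence read-out: rising ELG1-luciferase signal, reflecting elevated ELG1 protein under genetic stress, flags genotoxic compounds. Cells were treated for 16 hr at 37 °C before ONE-Glo detection.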
BRCA1 expr up: activators of BRCA1 expression; MCF7-BRCA1-FFLuc reporter, luminescence, 48 h; response scale: scaled: vehicle 0%, 10 µM genistein 100%; Potency, µM (titrated, usually from 46.1 µM), inactives show at the highest dose activation, usual class: activators; hit rate 1.1% among 380,000; also: nearly all actives have a fitted effect of over 80% in size; some results filed as inactive show a strong effect at the top dose
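48 h compound treatment of MCF7-BRCA1-FFLuc cells (phenol-red free MEM, 37 °C), then 15 min with luciferase substrate and luminescence imaging.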
MBNL1-CUG inh: MBNL1-poly(CUG) RNA binding inhibition. Q9NR56. TR-FRET MBNL1-His/biotin-(CUG)12 binding, 665/545 ratio. Potency, µM (series often up to 57.5 µM), inactives show at the highest dose activity change, negative = inhibition, actives largely listed as inhibitors. hit rate 0.036% among 280,000. AID 2675; active = well fitted inhibition curve with a large enough effect in the signal ratio, with a control signal flat, not every such curve was filed as active; inconclusive = small, poorly fitted or top-dose-only effect, or effect the other way, or a change in a side signal; inactive = no such curve, though single readings can be large or run the other way; the % refers to the signal ratio; also: % is scaled to controls: 0 for no effect and ±100 for the full control effect
Target sequence (Q9NR56 whole entry, looked up): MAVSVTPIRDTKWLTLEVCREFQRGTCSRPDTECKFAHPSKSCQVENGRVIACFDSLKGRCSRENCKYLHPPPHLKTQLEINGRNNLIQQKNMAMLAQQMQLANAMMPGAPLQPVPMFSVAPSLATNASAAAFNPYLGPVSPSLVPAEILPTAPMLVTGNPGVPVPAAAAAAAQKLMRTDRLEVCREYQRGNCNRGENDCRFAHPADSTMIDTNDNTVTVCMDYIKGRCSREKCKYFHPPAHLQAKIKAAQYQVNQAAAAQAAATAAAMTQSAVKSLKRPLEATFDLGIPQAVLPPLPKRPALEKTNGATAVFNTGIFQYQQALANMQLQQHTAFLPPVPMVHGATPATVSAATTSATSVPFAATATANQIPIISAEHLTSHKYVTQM
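His-tagged MBNL1 binding to biotinylated (CUG)12 RNA was measured by TR-FRET using terbium anti-His antibody (0.055 ng/ul final) and streptavidin-XL665 (5 nM final). Compounds were titrated 92 nM to 58 uM; 60 min at room temperature.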
Active calls of the source: *; ? = inconclusive; . = not tested or not shown; [ ] = remark or other dose. Unless noted, calls follow the shape of the dose curve; as a rule, active = well fitted curve in the direction sought with a large enough effect; inconclusive = small, poorly fitted or top-dose-only effect, or another doubt; inactive = no such curve, though single readings can be large; an effect the other way counts as inactive or inconclusive. Potency is read from the fitted curve at half-maximal effect.

SMILES	VP16 counter	p53 reactivator	NPC1 promoter act	FLuc modulator	uPA surface inh	RORgamma inh	Rab9 prom act	ELG1 genotox	BRCA1 expr up	MBNL1-CUG inh
Cc1ccsc1/C=N/Nc1ncnc2nc[nH]c12	?	-1%	2.5µM*	19µM*	-28%	-16%	3.5µM*	15µM*	3%	?
O=C(O)CNS(=O)(=O)c1ccc(F)cc1	3%	19%	1%	-2%	-1%	-21%	-4%	0%	2%	4%
C=CCN1C=C2C(=O)C(C)(OC(=O)c3ccc(OC)cc3)C(=O)C(c3ccco3)=C2C=C1CCCC (stereo unspecified)	-1%	-4%	-1%	0%	-7%	-14%	1%	0%	-19%	37%[activator]
Cc1c(C2C(C#N)=C(N)N(c3cccc([N+](=O)[O-])c3)C3=C2C(=O)CCC3)cnn1C (stereo unspecified)	-4%	-3%	-3%	0%	.	23%	7%	2%	.	?
O=S(=O)(c1ccc2c(c1)nc(COc1ccc(Cl)cc1)n2CC1CCCO1)N1CCOCC1 (stereo unspecified)	7%	-1%	1%	0%	-2%	24%	7%	1%	-36%	5%
CC(=O)CCc1ccccc1	0%	1%	-1%	0%	-2%	-9%	-2%	-2%	4%	.
O=c1c2ccccc2nc2n1C(CSCc1ccc(Cl)cc1)CS2 (stereo unspecified)	1%[0.365 µM]	-11%	-3%	-2%	-13%	?	-24%	12%	-36%	2%
Clc1ccc2nnc(Cl)n2n1	-4%	3%	3%	0%	-1%	-4%	3%	-10%	21%	?
O=C(Cn1cnc2c(cnn2-c2ccccc2)c1=O)N1CCCc2ccccc21	-11%	22%	1%	-2%	2%	23%	2%	-11%	-50%	-3%
Cc1ccc(C)c(OCc2cc(C(=O)N3CCN(c4cnccn4)CC3)no2)c1	3%	-1%	-3%	-7%	-9%	16%	-1%	-2%	-8%	-6%
Cc1ccc(/C=N/NS(=O)(=O)c2ccc([N+](=O)[O-])cc2)o1	-4%	8%	-2%	5%	-1%	9%	-3%	6%	-14%	?
C=CCNC(=O)N1c2ccccc2Sc2ccccc21	-4%	0%	-5%	0%	1%	1%	-2%	-1%	-2%	1%
CCNC(=O)COc1ncnc2scc(-c3ccc(F)cc3)c12	16%	-1%	-4%	-1%	5%	5%	-7%	2%	6%	-2%
CC(CC(=O)NC1CCCCC1)S(=O)(=O)c1ccc2c(c1)NC(=O)CO2 (stereo unspecified)	3%	11%	1%	5%	2%	1%	1%	1%	10%	-1%
Cc1ccc(C)n1-c1ccc(C(=O)O)cc1	1%	11%	1%	7%	.	-14%	17%	12%	.	-11%
C=C(Br)Cn1c(CC)nc2ccccc21	0%	-15%	12%	-1%	2%	-35%	3%	2%	4%	-5%
O=C(Nc1ccc(S(=O)(=O)N2CCCC2)cc1)c1ccc([N+](=O)[O-])cc1	4%	11%	0%	0%	2%	-15%	-3%	-6%	-23%	?
N#C/C(=C\c1c(N2CCC(C(N)=O)CC2)nc2ccccn2c1=O)C(=O)NC1CCCCC1	-6%	1%	2%	1%	0%	-1%	-3%	-8%	-8%	?
COc1ccc(C(C2C(=O)CC(C)(C)CC2=O)C2C(=O)CC(C)(C)CC2=O)cc1CO	2%	6%	-2%	-11%	7%	-18%	-3%	1%	2%	-5%
Cc1c(NC(=O)/C(C#N)=C/c2ccccc2)c(=O)n(-c2ccccc2)n1C	-16%	2%	1%	-6%	1%	-16%	23%	1%	15%	-4%
Cc1cccc(-n2cnc3c(sc4nc(N5CCOCC5)c5c(c43)CCCC5)c2=O)c1	0%	-2%	-7%	0%	1%	3%	-10%	-13%	-35%	.
COC(=O)c1ccc(S(=O)(=O)c2ccc(Cl)cc2)c(N)c1	0%	-7%	2%	1%	0%	7%	-6%	-3%	-24%	11%
Cc1ccc(-c2nc(CSCC(=O)N3CCOCC3)c(C)o2)cc1	2%	27%	-1%	-14%	-3%	0%	-11%	1%	-1%	-4%
CC(OC(=O)c1ccc2ncsc2c1)C(=O)NC1CCCCC1C (stereo unspecified)	.	8%	-5%	4%	0%	.	2%	1%	30%	.
CC(C)CN1C(=O)c2ccc(C(=O)Nc3nccs3)cc2C1=O	?	14%	?	6.7µM*	-1%	8.9µM*	?	?	2%	?

Compound profiles (already shown). Values in the order: VP16 counter, p53 reactivator, NPC1 promoter act, FLuc modulator, uPA surface inh, RORgamma inh, Rab9 prom act, ELG1 genotox, BRCA1 expr up, MBNL1-CUG inh
Profile of CC(C)CN1C(=O)c2ccc(C(=O)Nc3nccs3)cc2C1=O : ?, 14%, ?, 6.7µM*, -1%, 8.9µM*, ?, ?, 2%, ?
Profile of O=c1c2ccccc2nc2n1C(CSCc1ccc(Cl)cc1)CS2 (stereo unspecified) : 1%[0.365 µM], -11%, -3%, -2%, -13%, ?, -24%, 12%, -36%, 2%

Rewritten comma-delimited: entries from further up
Compound,VP16 counter,p53 reactivator,NPC1 promoter act,FLuc modulator,uPA surface inh,RORgamma inh,Rab9 prom act,ELG1 genotox,BRCA1 expr up,MBNL1-CUG inh
COC(=O)c1ccc(S(=O)(=O)c2ccc(Cl)cc2)c(N)c1,0%,-7%,2%,1%,0%,7%,-6%,-3%,-24%,11%
O=S(=O)(c1ccc2c(c1)nc(COc1ccc(Cl)cc1)n2CC1CCCO1)N1CCOCC1 (stereo unspecified),7%,-1%,1%,0%,-2%,24%,7%,1%,-36%,5%
CC(OC(=O)c1ccc2ncsc2c1)C(=O)NC1CCCCC1C (stereo unspecified),.,8%,-5%,4%,0%,.,2%,1%,30%,.
CC(=O)CCc1ccccc1,0%,1%,-1%,0%,-2%,-9%,-2%,-2%,4%,.
C=C(Br)Cn1c(CC)nc2ccccc21,0%,-15%,12%,-1%,2%,-35%,3%,2%,4%,-5%

Further compounds
SMILES	VP16 counter	p53 reactivator	NPC1 promoter act	FLuc modulator	uPA surface inh	RORgamma inh	Rab9 prom act	ELG1 genotox	BRCA1 expr up	MBNL1-CUG inh
COc1cc2nc(=S)n3[nH]c(COc4ccccc4C)nc3c2cc1OC	0.4µM*	-4%	-5%	2%	13%	0.2µM*	-7%	-7%	-41%	?
CCC(C)N1C(=O)S/C(=C/c2ccc(Sc3nc4ccccc4[nH]3)o2)C1=O (stereo unspecified)	?	3%	-4%	3%	-17%	-105%	2%	-2%	-82%	-10%
CCOC(=O)CN1C(=O)S/C(=C/c2ccc3c(c2)n(C)c(=O)n3C)C1=O	2%	?	0%	?	-7%	19%	-5%	21µM*	5µM*	.
CCc1ccc(NC(=O)N(CCN2CCOCC2)Cc2ccc3c(c2)CCCN3CC)cc1	-4%	1%	10%	1%	.	5%	-7%	.	4%	15%
CCCc1nc2oc3c(NCCN(C)C)ncnc3c2c2c1CCCC2	-16%	?	-6%	1%	-4%	-26%	0%	0%	-21%	-5%
O=C(CSc1nnc(C2CC2)n1Cc1ccccc1)c1ccc(S(=O)(=O)N2CCOCC2)cc1	?	6%	0%	8%	2%	?	1%	0%	-31%	11%
COc1ccc(CNC(=O)CS(=O)(=O)Cc2nc(-c3cccc(OC)c3)oc2C)cc1	-11%	-6%	-4%	4%	-3%	7%	-1%	-6%	-5%	46%[activator]
CCOc1ccccc1NC(=O)c1ccccc1-c1nc(-c2ccccc2OC)no1	0%	-3%	2%	11µM*	2%	38%	6%	-18%	-34%	-1%
CCOc1ccc(NC(=O)CN(C)C(=O)c2cn(-c3ccccc3)nc2-c2cccs2)cc1OCC	-7%	-4%	-3%	?	14%	23%	-1%	-10%	-34%	4%
CCOC(=O)C1=C(COC(=O)c2cc(S(=O)(=O)N(C)C)ccc2C)NC(=O)NC1C (stereo unspecified)	.	-5%	-2%	2%	-1%	.	-1%	-3%	-15%	.
Cc1ccsc1/C=N/NC(=O)c1ccc([N+](=O)[O-])cc1	4.5µM*	33%	?	?	-18%	1µM*	?	?	34%	?
COc1ccc(-c2csc(NC(=O)CSc3nnnn3C)n2)cc1OC	.	-7%	-7%	5%	-4%	.	0%	0%	-1%	.
O=C1c2cccc(OCC(=O)N3CCCc4ccccc43)c2CCN1Cc1ccc(F)cc1	-5%	0%	-3%	-2%	-8%	?	-1%	-18%	-52%	.
O=C(CCCn1c(=O)[nH]c2cc(Cl)ccc2c1=O)NC1CCCCCC1	-1%	0%	-3%	?	0%	20%	-2%	-2%	-39%	0%
COc1ccc(C2CC(c3ccccc3)=NN2S(=O)(=O)c2ccccc2)c(OC)c1 (stereo unspecified)	-2%	-6%	5%	3%	1%	27%	-1%	-1%	-67%	-9%
COc1cc(NC(=O)c2cccs2)ccc1NC(=O)c1ccco1	23%	?	30%	?	4%	41%	?	18µM*	?	2%
CC(C)COc1ccc(C(=O)NC(CC(C)C)C(=O)O)cc1 (stereo unspecified)	-5%	1%	2%	1%	-1%	11%	1%	1%	-8%	-4%
O=C(c1cccs1)N(Cc1ccc(F)cc1)C1CCS(=O)(=O)C1 (stereo unspecified)	-1%	-8%	-6%	-2%	-2%	11%	-1%	0%	10%	-8%
